# PGE2 EP2 inh: human EP2 receptor antagonists, primary screen, TR-FRET cAMP, C6 glioma cells | C6 glioma cells expressing human EP2; cells stimulated with saturating PGE2 | hit rate 0.52% among 260,000 | AID 1422, 2008 | Prostaglandin E2 receptor EP2 subtype (Homo sapiens), P43116 | inhibition, % at 25 µM;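 active = percent inhibition above 40 after rounding to a whole number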;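 note: rat C6 glioma host cells with rolipram phosphodiesterase inhibitor present; the protocol text gives 20 µM as final concentration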
# TbHK1 inh: Trypanosoma brucei hexokinase 1 inhibitors, primary screen, biochemical, G6PDH-coupled NADH absorbance, MLSCN library; hexokinase 1 [Trypanosoma brucei]; recombinant TbHK1, G6PDH-coupled NADH A340; inhibition, % at 10 µM; hit rate 0.11% among 220,000;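 active = inhibition of 50% or more in the single-dose primary screen; inactive = inhibition below 50%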
# PPC-1+TRAIL kill: compounds killing PPC-1 cancer cells with TRAIL present, primary screen, TRAIL potentiator project, ATPLite luminescence, uHTS; PPC-1 cells + TRAIL, ATPLite viability luminescence; cell killing (% activity), % at 4 µM; hit rate 0.41% among 220,000; AID 1443, 2008;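 active = cell killing above 50% in the first pass at 4 µM, then a duplicate retest at 5 µM averaging 50% or more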;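 note: plate controls were cells with TRAIL plus DMSO for no effect and medium-only wells lacking cells for full effect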
# RBBP9 inh: human RBBP9 inhibitors, primary screen, biochemical, fluorescence polarization, FP-Rh probe, HTS; AID 1515, 2009; recombinant RBBP9; Serine hydrolase RBBP9 (Homo sapiens), O75884; inhibition, % at 7.94 µM; hit rate 0.2% among 220,000;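 active = inhibition above the campaign mean of all tested compounds plus 3 SD, cut at about 14% in these data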;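 note: plate controls were DMSO wells with RBBP9 for no effect and wells lacking RBBP9 protein for full effect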
# Target sequence (O75884 whole entry, looked up): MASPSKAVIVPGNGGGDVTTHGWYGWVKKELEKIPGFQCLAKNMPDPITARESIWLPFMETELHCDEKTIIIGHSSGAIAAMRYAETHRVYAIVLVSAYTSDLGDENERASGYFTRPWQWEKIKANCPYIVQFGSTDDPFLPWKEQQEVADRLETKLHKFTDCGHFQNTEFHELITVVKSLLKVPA
#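 Test system: recombinant human RBBP9. Quantity: 2.5 µM RBBP9 dispensing solution, before mixing. Detection: FP readout at 525/598 nm. Reagent: Serine-hydrolase probe FP-Rh, 375 nM pre-mixing. Measure: % inhibition. Control set: DMSO-treated enzyme wells and wells lacking RBBP9. Buffer or medium: Tris-NaCl-Pluronic buffer, pH 8.0. Times: preincubation 30 min plus labeling 45 min at 25 °C.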
# NCF1 inh: p47phox/p22phox peptide binding inhibitors, primary screen, biochemical, uHTS, NADPH oxidase regulatory subunit | hit rate 0.53% among 220,000 | Neutrophil cytosol factor 1 (Homo sapiens), P14598 | AID 1274, 2008 | fluorescence polarization, 2 h | inhibition, % at 24.7 µM;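 active = inhibition above about 30%, limit read from the data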;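 note: 0% = p47phox with labelled peptide and 100% = labelled peptide alone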
# p97 ATPase inh: inhibitors of human p97 ATPase, primary screen, biochemical; hit rate 0.42% among 220,000; Transitional endoplasmic reticulum ATPase (Homo sapiens), P55072; inhibition, % at 8 µM; recombinant p97 ATPase, Kinase-Glo ATP luminescence, 3 h; in the data active = inhibition above about 15%;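 note: 0% = DMSO vehicle and 100% = wells lacking enzyme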
# Target sequence (P55072 whole entry, looked up): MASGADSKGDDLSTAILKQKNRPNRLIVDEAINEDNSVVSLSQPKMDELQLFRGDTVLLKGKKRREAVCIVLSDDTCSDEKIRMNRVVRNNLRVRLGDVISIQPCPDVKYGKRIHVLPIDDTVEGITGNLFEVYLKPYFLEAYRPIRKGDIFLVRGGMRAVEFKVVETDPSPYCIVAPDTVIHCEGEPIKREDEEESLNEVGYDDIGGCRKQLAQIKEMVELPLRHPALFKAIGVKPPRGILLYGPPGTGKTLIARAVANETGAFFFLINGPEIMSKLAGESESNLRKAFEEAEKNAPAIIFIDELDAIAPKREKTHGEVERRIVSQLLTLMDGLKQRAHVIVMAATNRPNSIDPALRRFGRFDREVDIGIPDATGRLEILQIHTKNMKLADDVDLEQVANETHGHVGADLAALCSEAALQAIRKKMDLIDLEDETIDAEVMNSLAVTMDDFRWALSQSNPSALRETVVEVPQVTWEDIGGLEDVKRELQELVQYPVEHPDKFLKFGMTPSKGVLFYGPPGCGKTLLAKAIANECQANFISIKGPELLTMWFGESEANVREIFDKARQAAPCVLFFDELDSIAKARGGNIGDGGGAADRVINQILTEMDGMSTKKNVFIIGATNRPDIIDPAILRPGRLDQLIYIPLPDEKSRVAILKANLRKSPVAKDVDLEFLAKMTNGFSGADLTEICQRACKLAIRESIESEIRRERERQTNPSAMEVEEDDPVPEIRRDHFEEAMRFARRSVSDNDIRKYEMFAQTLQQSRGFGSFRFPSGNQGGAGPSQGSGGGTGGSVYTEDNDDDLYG
# Furin inhibitor: human furin inhibitors, primary screen, biochemical, fluorescence intensity. inhibition, % at 30 µM. P09958. purified furin, fluorogenic substrate cleavage. hit rate 0.061% among 220,000. AID 463115, 2010; in the data active = inhibition above about 25%; note: inactives centre near -15
# BaF3 tox: parental Ba/F3 cell viability inhibition, counter-screen for JAK2V617F inhibitor project, murine pro-B, CellTiter-Glo luminescence | inhibition, % at 5.6 µM | CellTiter-Glo ATP luminescence | AID 1486, 2009 | hit rate 1.1% among 220,000;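 active = inhibition above a per-campaign cutoff, the mean inhibition of all tested compounds plus 3 SD, cut at about 27% in these data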;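 note: 0% = DMSO wells and 100% = JAK Inhibitor I control wells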
# Ba/F3 V617F tox: reduced viability of JAK2V617F-dependent Ba/F3 cells, primary screen, JAK2V617F inhibitor project, cell-based, Ba/F3 EpoR-JAK2V617F, luminescence; ATP luminescence; inhibition, % at 5.6 µM; hit rate 1.1% among 220,000;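 active = inhibition above the campaign mean plus 3 SD over all tested compounds, cut at about 24% in these data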;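 note: cytokine-independent growth of Ba/F3 cells driven by EpoR plus mutant JAK2; 0% = DMSO-treated cells and 100% = JAK inhibitor I control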
# * marks the source's active call; other numbers are inactive results; x = no result given; & = joins results of further samples; ! = repeats disagree; [ ] = dose if it differs, or a comment. Some of the compounds tested; the hit share may differ from the screen's.
SMILES,PGE2 EP2 inh,TbHK1 inh,PPC-1+TRAIL kill,RBBP9 inh,NCF1 inh,p97 ATPase inh,Furin inhibitor,BaF3 tox,Ba/F3 V617F tox
CC(C)(C)N(Cc1ccccc1)C(=O)CSc1nnc(CNc2ccc(F)cc2)o1,9,3,32,0,-12,1,-22[20 µM],3,-1
CCOC(=O)CSc1ccc(-c2nc3cc(C)c(C)cc3[nH]2)cn1,57*!,-24,37,-11,-18,-5,-22[20 µM],6,1
COc1cc(C(F)(F)F)nc(-c2ccccn2)n1,8,-3,7,-3,-7,3,-21,5,1
Cc1cc(OCC(=O)OCC(=O)Nc2cc(C(F)(F)F)ccc2N2CCOCC2)ccc1Cl,15,-17,7,-8,-4,-5,-23,3,1
COc1cc2c(C(=O)N3CCN(c4cccc(Cl)c4)CC3)cn(CC(C)C)c(=O)c2cc1OC,5,-16,9,-10,-1,-3,-8[20 µM],5,0
CCCCCCCCCCCCN1C(=O)CSC1c1cccnc1 (stereo unspecified),9,14,-6,0,-10,-7,-8,0,-1
COc1cccc(/C=C/C(=O)c2ccc[nH]2)c1,x,-54,35,-10,-14,3,1[20 µM],0,-5
CCCC(c1nnnn1Cc1cccs1)N1CCN(C2CCCC2)CC1 (stereo unspecified),8,0,-27,-6,1,-2,-15,4,3
O=C1CN(C(=O)COC(=O)c2cc(S(=O)(=O)N3CCOCC3)ccc2Cl)c2ccccc2N1,2,-13,20,3,-8,1,-24,-10,3
CCCS(=O)(=O)N1CCC(C(=O)NCc2ccc(F)cc2)CC1,6,14,27,2,-1,2,-22,4,-3
CCn1c(-c2c(Cl)c(C)nn2C)n[nH]c1=S,9,-4,20,-9,4,-4,-24,5,3
CCN(CC)c1ccc(C(=O)OCC(=O)NC(C)(C)C)cc1,6,-39,14,1,-7,1,-17,-6,-3
O=[N+]([O-])c1ccc(OCc2cccc(COc3ccc([N+](=O)[O-])cc3)n2)cc1,7,-6,4,-1,-22,4,-20,5,-1
Cc1cc(C)c(C#N)c(N2CCSCC2)n1,15,12,2,-6,-7,-2,-25,1,0
CN(C)Cc1c(O)ccc2occ(C(=O)c3ccccc3)c12,3,5,17,-3,-11,2,-18[20 µM],0,-1
Cc1ccc(N2C(N)=C(C#N)C(c3cccnc3)C3=C2CCCC3=O)cc1 (stereo unspecified),23,-10,-2,-8,-14,2,-23,2,-1
N=c1n(CC(=O)c2ccc([N+](=O)[O-])cc2)c2ccccc2n1Cc1ccccc1,12,2,4,-2,-2,4,5,6,-1
CC(C)CCNC(=O)C(c1cccnc1)N(CCc1ccccc1)C(=O)Cn1nnc2ccccc21 (stereo unspecified),12,3,19,-4,-12,4,-12[20 µM],2,-3
CC(/C=N/Nc1nc(C)cc(=O)[nH]1)=C\c1ccccc1,3,-28,-7,0,5,9,-30,5,-3
O=C(NCc1ccc(-c2csnn2)cc1)c1cccs1,12,-4,-2,-5,-15,7,-19,0,-2
COc1ccc(/C=N/NC(=O)c2cc(-c3ccc4c(c3)OCO4)n[nH]2)cc1OC,16,2,23,-7,5,3,-18,6,0
Cc1ccccc1C(=O)c1cccn1CC(=O)NCCC1=CCCCC1,4,-1,17,-11,-9,2,-17,2,-4
Nc1nonc1OCCOCCOCCOc1nonc1N,2,-2,1,-6,4,5,-20,3,-1
Cc1cccc(NC(=O)Cn2c(C)c(C#N)c3ccccc32)c1C,11&10,11,-13,2,-25,4,-25,-1,-5
NC(=O)c1cc2cc(Cl)ccc2o/c1=N/NC(=O)c1cccs1,7,6,0,-5,-4,-2,-28,3,2

# Whole records from above:
# Profile of COc1cc(C(F)(F)F)nc(-c2ccccn2)n1 → PGE2 EP2 inh = 8; TbHK1 inh = -3; PPC-1+TRAIL kill = 7; RBBP9 inh = -3; NCF1 inh = -7; p97 ATPase inh = 3; Furin inhibitor = -21; BaF3 tox = 5; Ba/F3 V617F tox = 1
# Profile of CC(/C=N/Nc1nc(C)cc(=O)[nH]1)=C\c1ccccc1 → PGE2 EP2 inh = 3; TbHK1 inh = -28; PPC-1+TRAIL kill = -7; RBBP9 inh = 0; NCF1 inh = 5; p97 ATPase inh = 9; Furin inhibitor = -30; BaF3 tox = 5; Ba/F3 V617F tox = -3

# The list continues.
SMILES,PGE2 EP2 inh,TbHK1 inh,PPC-1+TRAIL kill,RBBP9 inh,NCF1 inh,p97 ATPase inh,Furin inhibitor,BaF3 tox,Ba/F3 V617F tox
O=C1/C(=C\c2cccnc2)Sc2ccccc21,27,15,24,-11,-32,-4,6,8,3
COc1ccc(CNC(=O)Cn2cc(C(F)(F)F)ccc2=O)cc1,3,4,-7,-5,-18,8,-26,3,-3
COC(=O)[C@H](C(C)C)n1c(C)c(C(C)=O)c(C(C)=O)c1C,6,-7,16,-4,-2,-1,-16,2,1
OCc1ccnc2c(O)cccc12,8,14,0,-4,-3,2,-18,5,0
Cc1cc(Cl)c(OCCCSc2nc(C)cc(=O)[nH]2)c(Br)c1,9,8,16,3,-4,0,-13[20 µM],2,-2
Cc1ccc2nc(Cl)c(C3CC(c4cccs4)=NN3S(C)(=O)=O)cc2c1 (stereo unspecified),8,34,-3,-5,-184,0,8,10,3
CCN(CC)S(=O)(=O)c1ccc(OC)c(NC(=O)c2cc([N+](=O)[O-])ccc2Cl)c1,7,0,6,-2,-8,3,-5[20 µM],2,-1
Cc1ccc2nc3sc(C(=O)N4CCOCC4)c(N)c3cc2c1,11,-7,-10,-11,-20,4,-11,4,-2
CC(=O)N1CCc2cc(S(=O)(=O)NCCC(=O)NCCc3ccccc3)ccc21,7,-1,31,-3,6,3,-12,6,-2
Cc1c(Cl)cccc1NC(=O)CCCCCN1C(=O)CCC1=O,10,3,1,-8,4,-7,-4[20 µM],6,4
O=C(C[n+]1ccc(CCSc2ccc(F)cc2)cc1)c1ccccc1,14,11,20,-12,-18,8,-29,6,-1
Cc1ccc2nc(NC(=O)CNS(=O)(=O)c3ccc(Br)s3)sc2c1,9,3,-9,-5,-5,0,-33,-1,0
COc1cc(OC)cc(C(=O)NCCSC2CCCCC2)c1,6,-2,15,0,-11,2,-24,4,-2
O=C(Nc1cccc(S(=O)(=O)NC2=NCCCCC2)c1)c1cc(-c2ccccc2)nc2ccccc12,9,-6,25,-12,-9,-1,-12,6,2
COc1cccc(N(CC(=O)N2CCN(C)CC2)S(=O)(=O)c2ccc(C)cc2)c1,9&11,1,8,0,-5,4,-19,0,-1
Cc1cc(C)c(-c2c(O)c3cnn(-c4ccccc4)c3[nH]c2=O)c(C)c1,10,-4,17,-5,-3,2,-21,5,-1
Cc1ccc(-n2c(O)c(C=Nc3ccc4c(c3)OCO4)c3ccccc3c2=O)cc1C,8,-7,13,-2,-1,-1,-14,9,0
O=C(CC12CC3CC(CC(C3)C1)C2)NC(=S)NCc1ccco1,7,-1,-7,0,-22,-1,-8,5,-3
COc1ccc(CC(=O)NC(CC(=O)O)c2ccc(OC)cc2)cc1 (stereo unspecified),9,-5,27,-3,-6,4,-19,3,-4
Cc1cc(C)c2cc(CN(CCO)C(=O)Nc3ccc(F)cc3)c(=O)[nH]c2c1,-4,-14,-5,-1,-11,-3,-10[20 µM],5,-1
Cc1[nH][nH]c(=O)c1C(c1ccccc1[N+](=O)[O-])C(C#N)C#N (stereo unspecified),3,-4,-1,2,0,6,0,1,-5
COCCNC(=O)c1cn(C)c2ccccc2c1=O,12,-1,26,1,0,7,-27,1,0
C/C(CC(=O)Nc1ccc2c(c1)OCCO2)=N\NC(=O)C(=O)Nc1ccccc1C,4,-6,-8,0,-8,1,-21,4,-1
CC(C)(C)Sc1ccc2nc3c(n2c1)CCCC3,6,-17,21,-7,-3,-8,-14,3,1
O=C(CN1CCCCC1)Nc1ccc(NC(=O)c2ccccc2Cl)cc1Cl,6&7,2,-18,-5,-11,-1,-16,4,0
# Next section
SMILES,PGE2 EP2 inh,TbHK1 inh,PPC-1+TRAIL kill,RBBP9 inh,NCF1 inh,p97 ATPase inh,Furin inhibitor,BaF3 tox,Ba/F3 V617F tox
CC(=O)Oc1ccccc1C(=O)Oc1ccc(/C=N/n2cnnc2)cc1,2,-20,-2,2,-9,-3,-30,4,3
Cc1ccnn2c(-c3ccccc3)c3c(=O)n(C)c(=O)n(C)c3c12,9,-3,-8,-2,-12,2,-15[20 µM],4,4
CCOC(=O)COn1c2c(c3c4no[n+]([O-])c4ccc31)CCCC2,6,-2,30,-8,-2,2,-16,6,-1
O=C(CN1CCCCC1)N1N=C(c2cccs2)CC1c1cccs1 (stereo unspecified),8,-5,0,-4,-4,-4,-18,2,3
COc1cccc(CNn2c(-c3cccc(C)c3)nc3ccccc3c2=O)c1,7,2,29,0,0,-5,-18[20 µM],4,-4
O=C(Nc1cccc(-c2csc(Nc3ccc(Cl)cc3)n2)c1)c1cccc(C(F)(F)F)c1,-6,-22,24,x,-18,x,-36,x,x
CCC1CCc2c(c3ccccc3[nH]c2=O)O1 (stereo unspecified),x,2,5,-5,-3,0,-13[20 µM],9,1
COC(=O)c1c(C)[nH]c(C(=O)/C=C/c2ccccc2Cl)c1C,3,-12,11,-4,-1,2,-20,-5,-2
Nc1nonc1C(=O)NCCNCc1c(OCc2ccccc2F)ccc2ccccc12,6,12,10,-5,-12,0,-8[20 µM],3,6
COc1ccc(/C(O)=C2/C(=O)C(=O)N(CCN(C)C)C2c2ccc(OC)c(OC)c2)c(C)c1 (stereo unspecified),11&10,-36,x,-6,1,10,-11,2,-6
CC(=O)Nc1cc(-c2ccccc2)ccc1O,6,6,21,-3,-4,5,-30,0,-2
O=S(=O)(Oc1ccc(Cl)cc1)c1cccc2cccnc12,7,-9,14,0,-14,0,-14,-1,-4
CCOC(=O)C1(Cc2cccc(OC)c2)CCN(Cc2cccc(OC)c2O)CC1,2,11,-4,-4,6,-4,-10,12,3
O=S(=O)(/N=C(/Nc1cc(N2CCOCC2)ncn1)c1ccccc1)c1ccccc1,6,-2,6,0,-13,5,-20[20 µM],-1,-6
O=C(CSc1nccc(=O)[nH]1)Nc1ccc(Br)c(Cl)c1,13,3,-3,-8,-13,3,-20[20 µM],-1,-1
Cc1cc(C)c(OCC(=O)N/N=C/c2ccco2)c(C)c1,3,2,-12,-3,-11,-5,-21[20 µM],0,-2
CC1(C(=O)OCC(=O)Nc2ccc(C(N)=O)cc2)CC1(Cl)Cl (stereo unspecified),2,4,6,1,-30,6,-23,1,0
Cc1sc(Cc2nc(O)cs2)nc1-c1ccccc1,4,-6,-6,-4,-36,2,1,3,-4
CC1C(=NO)C(C)C(c2ccccc2)NC1c1ccccc1 (stereo unspecified),11,3,11,-3,-15,-6,-1[20 µM],8,6
CCc1nc(N)c(C#N)c(-c2ccc(F)cc2)c1C,16,-6,-10,-6,-5,-5,-6[20 µM],6,3
Cc1cc(NCCOCCO)n2ncc(-c3ccc(Cl)cc3)c2n1,10,-32,23,-1,-9,-5,-19[20 µM],5,-1
O=C(c1ccccc1)N(Nc1ccccc1)c1ccccc1,14,-10,18,5,-8,1,-27,11,1
